Bioassay records as filed in PubChem BioAssay.
TCR-CD3 inh: inhibitors of human TCR-CD3 interaction, primary screen, biochemical, fluorescence, TAMRA-labeled TCR probe. T-cell receptor (TCR). inhibition, % at 9.4 µM. 360,000 compounds, 0.37% hits. AID 651800, 2012; in the data active = inhibition above about 19%;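 also: recombinant mutant TCR 2C K166C tagged with TAMRA read by polarization; 0% = receptor in buffer alone and 100% = receptor with positive control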
rCAG RNA binder: binders of r(CAG) RNA repeats, primary screen, biochemical, fluorescence; inhibition, % at 3 µM; r(CAG) RNA repeat, TO-PRO-1 dye displacement fluorescence; 370,000 compounds, 1.3% hits;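 active = inhibition above the plate cutoff, the mean of all test compounds on that plate plus 3 SD, cut at about 35% in these data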;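 also: 0% = DMSO alone and 100% = 100 µM mitoxantrone as full dye displacement; higher means more dye released from RNA so lower well fluorescence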
LEDGF integ inh: blockers of LEDGF/p75-dependent integrase strand transfer – biochemical, TR-FRET, high throughput, primary screen; TR-FRET IN-LEDGF/p75 DNA integration, Eu/Cy5; 370,000 compounds, 0.64% hits; inhibition, % at 3.7 µM;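 active = inhibition above the screen-wide mean plus 3 SD, cut at about 13% in these data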;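 also: signal is the Cy5 over europium emission ratio at 671 and 618 nm; 0% = plate median of compound wells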
HTRA1 inh: HTRA1 serine protease inhibitors, primary screen, biochemical, fluorescence polarization, HTS; Q92743; recombinant HTRA1, FP-rhodamine activity-based probe; inhibition, % at 5.96 µM; 340,000 compounds, 0.5% hits; AID 504803, 2011; in the data active = inhibition above about 36%;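 also: 0% = enzyme with DMSO and 100% = wells lacking enzyme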
SIAE inh: human SIAE inhibitors, primary screen, biochemical, fluorescence polarization, FP-Rh probe, 1536-well HTS; Sialate O-acetylesterase (Homo sapiens), Q9HAT2; SIAE FP-Rh probe binding; inhibition, % at 9.66 µM; 370,000 compounds, 0.69% hits; AID 1053197, 2014;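 active = inhibition above a cutoff: mean of compounds within the control limits plus 3 SD of those, cut at about 17% in these data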;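 also: 0% = plate median of compound wells and 100% = probe without SIAE protein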
Target sequence (Q9HAT2 whole entry, looked up): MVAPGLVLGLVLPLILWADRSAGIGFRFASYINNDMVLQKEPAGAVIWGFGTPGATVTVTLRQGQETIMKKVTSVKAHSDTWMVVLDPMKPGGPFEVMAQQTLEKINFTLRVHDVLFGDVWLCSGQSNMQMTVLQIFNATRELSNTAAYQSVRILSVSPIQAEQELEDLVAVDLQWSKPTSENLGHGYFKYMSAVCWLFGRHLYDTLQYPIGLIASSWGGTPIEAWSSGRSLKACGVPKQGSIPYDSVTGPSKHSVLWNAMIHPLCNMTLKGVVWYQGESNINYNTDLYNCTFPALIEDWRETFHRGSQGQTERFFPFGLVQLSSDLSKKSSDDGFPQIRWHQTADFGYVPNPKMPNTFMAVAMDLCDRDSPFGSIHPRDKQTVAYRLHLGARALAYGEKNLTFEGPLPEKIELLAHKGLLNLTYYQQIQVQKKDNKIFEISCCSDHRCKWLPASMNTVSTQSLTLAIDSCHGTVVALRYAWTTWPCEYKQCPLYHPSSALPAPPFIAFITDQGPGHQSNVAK
MBD2 DNA inh: inhibitors of MBD2 binding to methylated DNA, primary screen, biochemical, TR-FRET, DNA-binding domain, human. 370,000 compounds, 0.31% hits. inhibition, % at 4.4 µM. MBD2 binding to methylated oligonucleotide. AID 686964, 2013. Methyl-CpG-binding domain protein 2 (Homo sapiens), Q9UBB5; in the data active = inhibition above about 13%
NPR2 activator: human GC-B receptor activators, primary screen, HEK293 GC-B cells, cGMP TR-FRET, EC30 CNP. Atrial natriuretic peptide receptor 2 (Homo sapiens), P20594. activation, % at 10 µM. 0% at EC30 CNP, 100% saturating CNP. 370,000 compounds, 0.11% hits;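 active = activation at 10 µM reaching about 35% in either raw or pattern-adjusted values, limit read from the data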
ABHD4 inh: ABHD4 inhibitors, primary screen, biochemical, fluorescence polarization, mouse; inhibition, % at 8.92 µM; 370,000 compounds, 0.54% hits; AID 720543, 2013; purified mABHD4, FP-Rh probe fluorescence polarization; (Lyso)-N-acylphosphatidylethanolamine lipase (Mus musculus), Q8VD66;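 active = inhibition exceeding the mean over every tested compound plus 3 SD, cut at about 30% in these data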;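 also: 0% = plate median of compound wells and 100% = S159A mutant with DMSO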
Target sequence (Q8VD66 whole entry, looked up): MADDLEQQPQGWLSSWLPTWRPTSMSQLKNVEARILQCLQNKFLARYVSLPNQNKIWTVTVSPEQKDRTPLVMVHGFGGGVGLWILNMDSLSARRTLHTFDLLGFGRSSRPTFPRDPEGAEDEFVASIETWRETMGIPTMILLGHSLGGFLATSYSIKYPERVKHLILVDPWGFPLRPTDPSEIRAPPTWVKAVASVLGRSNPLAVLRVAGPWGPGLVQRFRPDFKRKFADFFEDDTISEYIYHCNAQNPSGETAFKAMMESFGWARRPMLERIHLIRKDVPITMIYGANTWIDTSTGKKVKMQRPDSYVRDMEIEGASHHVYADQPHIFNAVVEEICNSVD
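system = mouse ABHD4 enzyme, wild type | medium = HEPES pH 7.0, NaCl, Pluronic buffer | also added = FP-Rh probe | incubation = Enzyme–compound pre-incubation 45 min, then probe 60 min, both 25 °C | technique = fluorescence polarization, excitation 525 nm, emission 598 nm, BODIPY TMR filters | controls = S159A mutant high control, sample median low control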
PRMT1 inh: PRMT1 methyltransferase inhibitors, primary screen, biochemical, fluorescence polarization. Protein arginine N-methyltransferase 1 (Homo sapiens), Q99873. recombinant PRMT1, activity-based probe fluorescence polarization. inhibition, % at 2.79 µM. 370,000 compounds, 1.3% hits. AID 652257, 2013;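 active = inhibition above about 21% made by adding two undisclosed values, limit read from the data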
TDP2 inh: human TDP2 enzyme inhibitors, primary screen, biochemical, epi absorbance, recombinant enzyme; inhibition, % at 12.8 µM; 370,000 compounds, 0.34% hits; Tyrosyl-DNA phosphodiesterase 2 (Homo sapiens), O95551; T5PNP hydrolysis, p-nitrophenol absorbance 415 nm;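 active = inhibition above the mean of all tested compounds plus 3 SD, set per campaign, cut at about 25% in these data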;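 also: 0% = DMSO with enzyme and 100% = buffer with substrate but no TDP2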
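Read-out basis: percent inhibition. System: recombinant human TDP2. Buffer or medium: Mg2+-containing Tris-HCl buffer, pH 7.5. Repeats: single replicate. Timing: reaction 2 h, 37 °C. Benchmarks: high control without enzyme, low control DMSO plus TDP2. Probe or stimulus: 5 mM T5PNP. Doses: 12.8 µM only. Measured by: epi absorbance of p-nitrophenol freed from T5PNP by hydrolysis.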
Numbers without * were called inactive; / = no result given.

SMILES	TCR-CD3 inh	rCAG RNA binder	LEDGF integ inh	HTRA1 inh	SIAE inh	MBD2 DNA inh	NPR2 activator	ABHD4 inh	PRMT1 inh	TDP2 inh
O=C1c2ccccc2C(=O)N1OCc1ccccc1[N+](=O)[O-]	-2	1	6	-1	-4	-3	4	3	-3	-22
CCN(C(=O)COC(=O)c1ccc2c(c1)OCO2)c1c(N)n(Cc2ccccc2)c(=O)[nH]c1=O	4	1	-6	-3	-1	6	-4	-11	2	-5
CC(=O)Nc1ccc(S(=O)(=O)N(C)c2ccc(OCC(=O)Nc3ccccc3C(C)=O)cc2)cc1	5	10	1	-60	-57	-6	2	-44	-2	4
CC1(C)CC(N2CCCC2)=CC(=[N+]2CCCC2)C1	0	-5	3	4	16	-4	-1	-1	-1	-6
COCCCC1CCN(Cc2nc(-c3ccccc3)no2)CC1	7	-7	-2	-1	-3	-1	6	-2	0	-3
COCCn1c(C)cc(/C=N/NC(=O)c2cccnc2)c1C	-3	-4	3	5	5	-5	1	3	-3	-1
COC(=O)[C@]1(Cc2ccccc2)N[C@H](CN(C)C(=O)c2ccccc2)[C@@H]2C(=O)N(C)C(=O)[C@@H]21	8	1	1	2	-5	-1	-2	5	1	-1
CCCCN1C(=O)C(CC(=O)NC2CCCC2)CC(C(=O)N(C)C)=C1C (stereo unspecified)	2	1	-6	8	-2	4	4	4	2	6
Cc1cccc(NC(=O)c2cc(S(=O)(=O)N3CCc4ccccc43)cn2C)c1C	4	6	0	-2	-9	-2	-22	2	0	3
Cc1ccc(CNC(=O)c2ccc(CN3CCOCC3)cc2)cc1	4	-4	-1	3	6	2	5	7	3	-8
COC(=O)C1=C(C)N(Cc2cccnc2)C(=O)/C1=C\c1cccs1	-10	3	4	/	1	1	-2	-1	5	-1
Cc1ccc(CNC(=O)CCc2c(C)[nH]c(=O)c(C#N)c2C)cc1	-7	0	-4	-4	3	2	7	-4	2	-11
CC1CCCCN1C(=O)Cn1c(=O)oc2ccccc21 (stereo unspecified)	3	-1	1	5	-3	4	3	3	-4	9
COc1cccc(CC(=O)OCC(=O)NNC(=O)c2ccc(Br)cc2)c1	10	3	-3	0	2	3	5	4	0	4
Cc1cc(C)nc(SCC(=O)Nc2ccc(S(=O)(=O)Nc3onc(C)c3C)cc2)n1	1	3	-2	4	5	-2	-10	-1	3	-1
COc1ccc(C(=O)Nc2ccc3[nH]ncc3c2)cc1	1	0	-5	3	5	2	-6	2	1	-2
O=C(NCCOc1ccc2ccccc2c1)c1cncc(Br)c1	1	-4	-2	-14	1	6	-9	-9	-1	-4
CCOC(=O)c1cc2nc(OCC)nc(OCC)c2[nH]1	6	-1	0	-2	-1	-4	3	-1	-2	-4
CCNC(=S)N/N=C/c1cn(Cc2ccccc2F)c2ccccc12	5	4	0	-6	12	4	44*	4	-3	-12
NS(=O)(=O)c1cc(C(=O)NCCc2ccccn2)ccc1Cl	-3	0	-4	-1	0	2	3	-1	3	-4
COc1ccc(OC)c(NC(=O)c2ccc3c(=O)n(CCc4ccccc4)c(=S)[nH]c3c2)c1	-2	4	-2	3	-4	0	-2	-7	1	6
CCCNC(=O)COC(=O)/C=C/c1ccc(C)o1	-9	-2	-1	4	0	-5	0	-4	12	-11
Cc1cccc2ccccc12	3	1	-1	/	-3	-5	0	-4	-2	-5
Cc1ccc2nc(-c3ccccc3NC(=O)CCC(=O)O)c(=O)[nH]c2c1	6	1	-2	2	3	-3	3	3	-3	-10
COc1ccc(C(=O)Oc2c(CN3CCOCC3)cc(Cl)c3cccnc23)cc1OC	7	2	-4	/	10	1	-2	6	11	1
(listing goes on)
SMILES	TCR-CD3 inh	rCAG RNA binder	LEDGF integ inh	HTRA1 inh	SIAE inh	MBD2 DNA inh	NPR2 activator	ABHD4 inh	PRMT1 inh	TDP2 inh
Nc1cccc(Nc2ccccc2)c1	4	2	5	15	6	-4	2	-3	-5	-17
C=CCN1C(=O)C2(C(C#N)=C(N)Oc3n[nH]c(CCC)c32)c2ccccc21 (stereo unspecified)	5	-4	2	-5	2	-2	-5	2	1	6
CN(C(=O)c1ccc(NC(=O)Cc2ccc(NC(=O)C3CCN(S(=O)(=O)c4cccc([N+](=O)[O-])c4)CC3)cc2)cc1)C1CCCC1	-1	16	-3	-27	-21	4	0	-21	3	11
COc1ccc(-c2cc(C(=O)N3CCN(c4ncccn4)CC3)c3ccccc3n2)cc1OC	-5	5	-6	-6	-5	6	6	-6	2	-2
CCc1nnc(NC(=O)C(C)C)s1	5	1	2	0	0	-1	6	4	-1	5
COc1cc(NC(=O)C2CCC(CNS(=O)(=O)c3csc(C(N)=O)c3)CC2)cc(OC)c1 (stereo unspecified)	7	4	0	-2	-5	5	4	-4	0	6
O=C(COc1ccccc1)Nc1nnc(-c2ccc(Cl)cc2)o1	-1	14	4	6	9	-1	-3	-9	-7	-5
COc1ccccc1NC(=O)Cn1nc(C)n2cccc2c1=O	-2	4	-5	5	-2	-4	-1	12	8	-5
Cc1cc(N2CCOCC2)ccc1/C=C1\NC(=O)N(Cc2ccccc2F)C1=O	-1	3	4	5	4	8	0	-13	4	2
CCCn1c(=O)c2ccccc2n2c(SCc3c(C(=O)OCC)oc4ccccc34)nnc12	-4	-3	-4	-6	-6	2	-6	3	4	7
CC(=O)c1c(C)[nH]c(C(=O)NCCN2CCC(C)CC2)c1C	5	-2	-3	1	0	0	-10	4	-1	-7
O=S(=O)(Nc1ccccn1)c1cnc(Cl)c(Br)c1	5	1	-1	-3	3	2	-4	4	0	6
COc1cc(Cl)ccc1OC1(C)CCN(Cc2cccn2-c2nccs2)C1 (stereo unspecified)	0	4	-2	/	13	-1	-16	0	-5	4
COc1ccc(-n2c(C)cc(/C=C3/SC(=S)N(C)C3=O)c2C)cc1	-2	6	-3	3	5	4	-4	5	-3	-3
Cc1cccc2sc(NNC(=O)c3ccc(S(=O)(=O)N4CC(C)CC(C)C4)cc3)nc12 (stereo unspecified)	1	66*	12	60*	7	-5	-9	-2	2	-4
CC1CCCC(NC(=O)CSC2CCCCC2)C1C (stereo unspecified)	-2	-10	2	3	6	1	1	-5	-1	0
CC(=O)Nc1ccc(C(=O)OCC(=O)NC2CCCCCC2)cc1	-10	0	1	2	1	6	0	8	2	14
COC(=O)CNC(=O)C1Cc2ccccc2CN1S(=O)(=O)c1ccc(F)cc1 (stereo unspecified)	-9	2	6	-7	-2	-2	2	2	1	-31
CCOc1ccc(NC(=O)c2ccc(-c3csc(C)n3)cc2)cc1	2	1	-2	6	-7	2	-3	5	3	15
C/C(=N\Nc1c(F)c(F)c(Br)c(F)c1F)c1ccncc1	7	0	-3	-13	1	0	-8	-2	-3	6
COc1cc(C(C)=O)ccc1Oc1ncnc2c1cnn2-c1ccccc1	-7	-3	1	-8	-1	2	4	3	0	16
Cc1cc(=O)oc2cc(OCc3ccc(C(=O)OCC(=O)Nc4ccccc4OC(F)F)cc3)ccc12	4	6	-2	-4	-27	3	-1	1	-1	11
CC1=CC2=NCC(O)CN2C=C1 (stereo unspecified)	4	0	2	-1	-1	-2	1	-15	-1	-2
CCCCC(=O)OCc1nc(N)nc(Nc2ccccc2C)n1	-7	4	-3	-11	-9	3	3	-3	-2	-6
Cc1nn(C)cc1CN(C)Cc1ccc(OCC(O)CN2CCCCC2)cc1 (stereo unspecified)	1	-4	1	-4	3	-3	3	0	-3	2

Part of the list above, with bars between the fields.
smiles | TCR-CD3 inh | rCAG RNA binder | LEDGF integ inh | HTRA1 inh | SIAE inh | MBD2 DNA inh | NPR2 activator | ABHD4 inh | PRMT1 inh | TDP2 inh
COc1ccc(-n2c(C)cc(/C=C3/SC(=S)N(C)C3=O)c2C)cc1 | -2 | 6 | -3 | 3 | 5 | 4 | -4 | 5 | -3 | -3
Cc1cccc2sc(NNC(=O)c3ccc(S(=O)(=O)N4CC(C)CC(C)C4)cc3)nc12 (stereo unspecified) | 1 | 66* | 12 | 60* | 7 | -5 | -9 | -2 | 2 | -4
CC1CCCC(NC(=O)CSC2CCCCC2)C1C (stereo unspecified) | -2 | -10 | 2 | 3 | 6 | 1 | 1 | -5 | -1 | 0

New compounds follow:
SMILES	TCR-CD3 inh	rCAG RNA binder	LEDGF integ inh	HTRA1 inh	SIAE inh	MBD2 DNA inh	NPR2 activator	ABHD4 inh	PRMT1 inh	TDP2 inh
CCCS(=O)(=O)NC(=O)C1(C)CCCN(C(=O)c2ccc(OC)cc2OC)C1 (stereo unspecified)	7	3	-2	/	6	0	-4	6	-3	7
O=C(Nc1nccs1)c1ccc(-c2ccc(F)c(Cl)c2)o1	7	13	0	-33	-40	-4	-4	-4	0	-7
CCC1(c2ccccc2)CN(C)C1=O (stereo unspecified)	-6	0	2	7	-1	6	-1	-8	5	-8
O=C(NCCCn1ccnc1)c1ccc(S(=O)(=O)N2CCCCCC2)cc1	-2	-7	-2	1	-3	4	3	-4	1	-9
O=C(COC(=O)c1cc([N+](=O)[O-])ccc1N1CCOCC1)c1ccccc1Cl	-7	0	4	-12	1	1	1	-16	-4	-3
CC(=O)c1ccc(Cc2ccc(C(C)=O)cc2)cc1	-4	-1	6	-6	9	-6	-3	-9	-2	-3
Cc1nn(-c2cccc(Cl)c2)c(Cl)c1/C=N/NC(=O)c1cccs1	4	2	-4	-2	-14	-1	-3	-1	-1	6
CSc1cccc(NC(=O)CC(C)n2ccnc2)c1 (stereo unspecified)	0	1	-2	6	8	-1	3	2	-2	13
COc1ccc(N2C(=O)c3ccc(C(=O)OC(C)C)cc3C2=O)cc1	4	-4	0	-1	0	-4	-2	1	-3	-2
Cc1ccc(F)cc1NC(=O)c1cccc2nccnc12	-2	3	-2	3	10	4	-7	0	-3	0
COc1ccc(NC(=O)c2cc(-c3ccc(F)cc3OC)n[nH]2)cc1OC	-2	1	0	/	-3	-8	0	-2	1	4
CCCCc1nnc(NC(=O)CN2C(=O)C3CCCCC3C2=O)s1 (stereo unspecified)	0	-3	-3	3	-2	-4	1	2	0	4
CC(C(=O)O)n1c2ccccc2c2cn[nH]c(=O)c21 (stereo unspecified)	-7	-1	4	13	-4	-1	2	-2	0	5
Cc1cc(=O)c2c(N(C)C)cccc2[nH]1	-4	5	0	2	15	-6	-2	1	-2	2
S=C(NCCc1ccccc1)N/N=C/c1c(Cl)cccc1Cl	5	5	0	-32	-13	-6	13	4	0	7
O=C(NC1CCS(=O)(=O)C1)c1ccc(Br)o1 (stereo unspecified)	4	4	0	4	-3	4	5	-1	3	-15

Some of the compounds tested, so the mix of outcomes need not match the whole.
